PKA-R1A activ – PKA-R1A complex activation | P00514+P68181 | PKA-R1A dissociation, Cy5-IP20 fluorescence polarization; scaled: DMSO 0%, 113 µM cGMP 100% | activation, % at 11.4 µM | hit rate 0.083% among 340,000;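 active means percent activation above the mean of all tested compounds plus 3 SD, cut at about 19% in these data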;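 further: higher means more PKAc released from R1A so a rise in polarization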
Arr AP2 block – human beta-arrestin and AP2 interaction inhibition | hit rate 0.31% among 340,000 | AID 504490 | inhibition, % at 10 µM | FITC-arrestin peptide / GST-AP2 beads, flow cytometry; AP2 beta2 appendage carries R879A mutation;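 active means inhibition above a set limit, near 3 SD of compounds lacking own fluorescence, cut at about 54% in these data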;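 further: plate controls were DMSO wells for no effect and 5 µM unlabelled arrestin peptide for full effect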
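Measured by: flow cytometry, FL1 (488/535 nm); Material: AP2 appendage R879A on GSH beads; Evaluation: percent response; Timing: pre-incubation 12 min, peptide binding 1 h, room temperature; Also added: 50 nM FITC-arrestin peptide; Medium: PBS with 0.05% Tween 20 and 0.1% BSA.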
NSD2 inh – blocks human histone methyltransferase NSD2. O96028. NSD2 peptide methylation, AlphaScreen, 120 min. inhibition, % at 12.5 µM. hit rate 0.54% among 310,000; in the data active means inhibition above about 50%
Target sequence (O96028 whole entry, looked up): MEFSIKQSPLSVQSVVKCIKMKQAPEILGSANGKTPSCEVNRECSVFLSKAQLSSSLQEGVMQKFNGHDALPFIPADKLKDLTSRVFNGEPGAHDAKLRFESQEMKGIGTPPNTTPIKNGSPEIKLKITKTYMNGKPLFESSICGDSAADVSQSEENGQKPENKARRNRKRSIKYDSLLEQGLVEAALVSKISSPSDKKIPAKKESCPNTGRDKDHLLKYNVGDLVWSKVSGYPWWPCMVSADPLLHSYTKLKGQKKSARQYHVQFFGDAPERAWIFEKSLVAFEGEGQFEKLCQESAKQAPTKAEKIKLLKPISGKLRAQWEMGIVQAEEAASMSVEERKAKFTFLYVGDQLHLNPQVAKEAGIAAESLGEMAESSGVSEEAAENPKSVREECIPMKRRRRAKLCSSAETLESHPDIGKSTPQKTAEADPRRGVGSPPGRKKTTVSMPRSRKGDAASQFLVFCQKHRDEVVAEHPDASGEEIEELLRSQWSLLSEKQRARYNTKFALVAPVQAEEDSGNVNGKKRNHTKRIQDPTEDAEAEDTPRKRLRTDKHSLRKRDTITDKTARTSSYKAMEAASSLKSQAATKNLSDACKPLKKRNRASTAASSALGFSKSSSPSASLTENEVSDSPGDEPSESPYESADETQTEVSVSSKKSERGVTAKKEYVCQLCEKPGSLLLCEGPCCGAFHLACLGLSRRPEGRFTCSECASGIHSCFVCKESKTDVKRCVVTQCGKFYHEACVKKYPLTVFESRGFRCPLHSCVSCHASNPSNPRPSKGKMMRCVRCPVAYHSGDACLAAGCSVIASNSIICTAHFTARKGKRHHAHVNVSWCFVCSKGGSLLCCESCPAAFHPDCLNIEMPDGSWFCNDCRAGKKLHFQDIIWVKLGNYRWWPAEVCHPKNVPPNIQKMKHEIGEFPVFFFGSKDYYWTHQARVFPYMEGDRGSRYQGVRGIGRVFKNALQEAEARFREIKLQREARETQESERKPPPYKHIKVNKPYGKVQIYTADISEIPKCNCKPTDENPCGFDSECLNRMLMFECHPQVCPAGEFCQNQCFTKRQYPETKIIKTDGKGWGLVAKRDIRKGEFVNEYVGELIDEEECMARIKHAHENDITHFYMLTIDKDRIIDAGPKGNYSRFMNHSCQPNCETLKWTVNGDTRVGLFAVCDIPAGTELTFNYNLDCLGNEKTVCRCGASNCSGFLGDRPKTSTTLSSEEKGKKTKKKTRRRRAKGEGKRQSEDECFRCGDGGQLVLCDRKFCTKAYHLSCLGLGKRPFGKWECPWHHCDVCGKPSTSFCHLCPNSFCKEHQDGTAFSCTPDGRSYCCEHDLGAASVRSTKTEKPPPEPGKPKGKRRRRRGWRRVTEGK
PKA-R2B activ – activates the human PKA-R2B holoenzyme complex. PKA-R2B holoenzyme dissociation, Cy5-IP20 fluorescence polarization; R2B truncated from residue 108, S112A mutant; 0% DMSO only, 100% 113 µM cGMP. activation, % at 11.4 µM. hit rate 0.079% among 340,000. AID 504700;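 active means activation above a cutoff set at the mean over all compounds plus 3 SD, cut at about 18% in these data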;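 further: higher means more holoenzyme dissociation and a rise in polarization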
DSG3 Ab inh – human desmoglein-3 autoantibody binding inhibition | binding (percent of control), % at 10 µM | hit rate 0.48% among 310,000 | P32926 | DSG3-coupled beads, scFv-anti-DSG3-GFP binding, flow cytometry; active compounds read low;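 active means binding more than 3 SD below its plate's average and above zero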;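 further: hits lower antibody fragment binding to DSG3; some compounds called inactive have numbers as strong as hits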
dFosB activator – mouse delta FosB homodimer activation | P13346 | purified delta FosB, TAMRA-CDK5 oligo fluorescence polarization; percent of positive-control signal above neutral wells | activation, % at 25 µM | hit rate 0.99% among 340,000 | AID 493131;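 active means mean activation above about 17%, with every replicate also reaching it, limit read from the data, passing the limit was not always enough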;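 further: fluorescence polarization rise as delta FosB binds a TAMRA Cdk5 AP-1 oligo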
SR-BI HDL uptake – inhibitors of mouse SR-BI mediated HDL lipid uptake | Q61009 | ldlA[mSR-BI] CHO cells, DiI-HDL uptake fluorescence, 3 h | inhibition, % at 12.5 µM | hit rate 0.96% among 320,000;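 active means mean replicate inhibition of at least 70% and a set share of replicates each scoring 70 or more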;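 further: 0% = median of neutral control wells and 100% = median of positive control wells; values of inactives mirror those of a sister screen read the other way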
CDK5 inh – CDK5/p35 (human) kinase inhibition; inhibition, % at 10 µM; Recombinant CDK5/p35, ADP-Glo luminescence, 60 min; hit rate 0.01% among 330,000; Q00535+Q15078;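 active means highest replicate inhibition of at least 50% and at least 75% of replicates reaching 50%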;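 further: plate controls were DMSO neutral control for no effect and GW8510 at 10 µM for full effect; many of its hits are not listed in these tables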
MITF TRPM1 HTS – increases MITF-driven TRPM1 promoter luciferase signal; SK-MEL-5 TRPM1-promoter luciferase, 24 h; % of positive control, neutral wells = 0; activation, % at 12.5 µM; hit rate 0.75% among 300,000;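 active means mean activation of at least 80% with every replicate also reaching 80%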;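 further: 0% = neutral control wells and 100% = parthenolide positive control wells; values of inactives mirror those of a sister screen read the other way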
SUMO Mot1 rescue – blocks SUMOylation pathway, rescuing yeast Mot1-301 growth; S. cerevisiae Mot1-301 growth rescue, ATP luminescence, 38.5C; percent above DMSO median, 100 means doubled; growth rescue, % at 18.8 µM; hit rate 1% among 320,000; AID 2716;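 active means every valid replicate shows activation above 250% relative to neutral control wells; inactive means the rest, any valid replicate at or below 250%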;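 further: OY570 slx delta 5 strain wells were the positive control but not used for scaling; some compounds called inactive have numbers as strong as hits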
SR-BI uptake up – activators of SR-BI mediated HDL lipid uptake; hit rate 0.096% among 320,000; activation, % at 12.5 µM; AID 504775; CHO ldlA[mSR-BI] cells, DiI-HDL uptake fluorescence, 3 h; 100 = double the neutral-control signal;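 active means mean replicate activation of at least 60% and every replicate at or above 60%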;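 further: 0% = median plate neutral-control signal and 100% = twice that signal; values of inactives mirror those of a sister screen read the other way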
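Assay system: CHO ldlA[mSR-BI] cells, LDL receptor-null, SR-BI overexpressing; medium: Ham's F12 with 0.5% BSA, HEPES 25 mM, pH 7.4; also added: DiI-HDL 10 µg/mL; timing: 3 h uptake period with compound, 37 °C; signal: DiI fluorescence, bottom read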
* hit, by the source's call; i = inactive; / = not tested or not shown.

Each structure is followed by: PKA-R1A activ, Arr AP2 block, NSD2 inh, PKA-R2B activ, DSG3 Ab inh, dFosB activator, SR-BI HDL uptake, CDK5 inh, MITF TRPM1 HTS, SUMO Mot1 rescue, SR-BI uptake up
Cc1[nH]c2ccccc2c1C(=O)CSc1nnc(C2CC2)o1
 : -6, -16, 0, -1, 96, -1, 32, 0.1, 11, -2, -32
CNc1nc(NN)nc(Nc2ccccc2)n1
 : -1, 32, -3, -1, 98, -1, 11, -0.2, -4, 10, -11
CN1CCN(NC(=O)C2CC2)CC1
 : 1, 5, -4, 0, 113, -1, -8, -1.7, -1, 2, 8
O=C1CCCN1CCC1CCN(C2CC(=O)N(c3ccc(Cl)cc3)C2=O)CC1 (configuration not stated)
 : 0, -2, 2, -8, 95, 4, -30, -1.1, -7, 503*, 29
CCC(C)NC(=O)/C(=C/c1ccco1)c1ccccc1 (configuration not stated)
 : 1, 3, 0, -1, 174, -8, -12, -0.6, -2, -18, 12
O=C(OCC(=O)N1CCCC1=O)c1nc(Cl)ccc1Cl
 : 5, 25, -2, -2, 99, -4, -10, 0.0, -1, 18, 10
CCOc1ccc(CN2CCN(CC3CC3)CC2CCO)cc1 (configuration not stated)
 : 1, -15, 4, -10, 117, 1, 0, 0.0, /, 9, 0
O=C(c1ccc(Cl)c(S(=O)(=O)N2CCCC2)c1)N1CCCC(C(F)(F)F)C1 (configuration not stated)
 : 1, 22, 0, 3, 94, 1, -5, 1.1, -3, 6, 5
O=c1oc2ccccc2n1Cc1cccc(Cl)c1
 : 7, 5, -3, 8, 104, 3, -7, 0.1, 10, 15, 7
Cc1c(C=O)c(Cl)n(C)c(=O)c1C#N
 : -5, 1, /, -5, 102, -6, -19, -0.8, -2, -11, 19
O=C(NCc1ccncc1)c1cc(F)c(F)cc1Cl
 : -11, 9, 0, 5, 119, 1, /, 0.8, -6, -6, /
CC(C)(C)C(=O)N1CCC(O)(CS(=O)(=O)Cc2ccccc2Cl)CC1
 : -1, 15, 1, -1, 107, 7, -2, 3.0, -3, -19, 2
O=C(Nc1cccc(N2C(=O)C3CCCCC3C2=O)c1)c1ccccc1 (configuration not stated)
 : -4, -1, 0, 5, 109, -4, -7, -1.2, 6, -1, 7
COc1ccc(-n2nc3c(c2NC(=O)C(C)C)CSC3)cc1
 : -9, 28, 2, -3, 105, 0, -7, -0.9, 2, 0, 7
Cc1cccc(-n2nc([N+](=O)[O-])c(=NC3CCN(Cc4ccccc4)CC3)n2O)c1
 : -12, 13, 36, -2, 107, -7, /, 0.6, -53, 35, /
CC(C)Cn1c(-c2ccco2)csc1=Nc1cccnc1
 : -2, 20, 2, 8, 90, -6, 3, 0.9, -8, -1, -3
O=C1c2ccccc2C(=O)C1Cc1cccc2ccccc12
 : -8, -287, 5, -6, i, -6, -19, 0.9, -10, -15, 19
COc1ccc(NC(=O)CN(C)S(=O)(=O)c2ccccc2)cc1
 : -1, -5, -4, -7, 98, -5, -9, 0.9, 16, -4, 9
COc1cc(-n2nc(C)c3c2OC(N)=C(C#N)C3c2ccccc2)c(Cl)c(Br)c1O (configuration not stated)
 : -1, 7, 28, 1, 104, 2, -8, 1.0, /, -6, 8
CCOc1ccc(-n2ccnc2SCC(=O)Nc2cc(C)on2)cc1
 : 1, -7, 0, -12, 94, 1, -11, -0.9, 13, 317, 11

A draw from above in order of length of the SMILES, highest first:
Each structure is followed by: PKA-R1A activ, Arr AP2 block, NSD2 inh, PKA-R2B activ, DSG3 Ab inh, dFosB activator, SR-BI HDL uptake, CDK5 inh, MITF TRPM1 HTS, SUMO Mot1 rescue, SR-BI uptake up
COc1ccc(-n2nc3c(c2NC(=O)C(C)C)CSC3)cc1
 : -9, 28, 2, -3, 105, 0, -7, -0.9, 2, 0, 7
CCC(C)NC(=O)/C(=C/c1ccco1)c1ccccc1 (configuration not stated)
 : 1, 3, 0, -1, 174, -8, -12, -0.6, -2, -18, 12
O=C(NCc1ccncc1)c1cc(F)c(F)cc1Cl
 : -11, 9, 0, 5, 119, 1, /, 0.8, -6, -6, /

Additional compounds follow.
Each structure is followed by: PKA-R1A activ, Arr AP2 block, NSD2 inh, PKA-R2B activ, DSG3 Ab inh, dFosB activator, SR-BI HDL uptake, CDK5 inh, MITF TRPM1 HTS, SUMO Mot1 rescue, SR-BI uptake up
CCCCn1c(/N=C/c2ccccc2NS(=O)(=O)c2ccc(C)cc2)nc2ccccc21
 : -4, 5, 19, 1, 118, -8, -12, 0.4, -1, 3, 12
CC(NC(=S)NC1CCCCC1)c1ccc(C(C)(C)C)cc1 (configuration not stated)
 : 0, 18, 5, -10, /, 0, 7, -4.7, -2, 27, -7
O=C(CSc1nnc(-c2ccccc2F)n1C1CC1)NC(=O)c1cccc([N+](=O)[O-])c1
 : 6, -8, -2, -14, 122, -9, 2, -3.0, 6, 166, -2
CCC(C)(C)NC(=O)C(c1ccc(OC)cc1)N(C(=O)CCC(=O)Nc1cc(C)on1)c1cccc(OC)c1 (configuration not stated)
 : 1, 27, 2, 0, 90, -14, -13, -2.8, -3, 5, 13
Cc1ccccc1N(CC(=O)Nc1ccccc1C(=O)NCc1ccco1)S(=O)(=O)c1ccccc1
 : -8, 32, /, -8, 103, -1, -10, 0.8, 4, -1, 10
O=C(OCc1nnc(-c2ccccc2)o1)c1cc(Cl)ccc1[N+](=O)[O-]
 : -11, 0, 1, -3, 103, 5, -14, 3.4, 8, 4, 14
COc1ccc(CCN2CC(C(=O)Nc3cc(S(C)(=O)=O)ccc3Cl)CC2=O)cc1OC (configuration not stated)
 : -11, 2, 0, -6, 96, -4, -18, 0.3, -3, /, 18
CN(C)/C=C1\C(=O)N(c2ccc(F)cc2F)C(c2cccnc2)S1(=O)=O (configuration not stated)
 : 4, 15, -1, 1, 106, -1, -16, -4.6, /, 33, 16
COc1ccccc1N=Nc1c(C)noc1C
 : -1, 0, 4, 3, 111, 2, 15, 0.5, 11, -3, -15
CC(C)NC(=O)c1ccc(N(Cc2ccccc2)S(C)(=O)=O)cc1
 : 4, 39, -1, 6, 88*, 1, 16, -1.2, /, -6, -16
Cc1ccccc1OCC(=O)NCCNC(=O)c1cccnc1
 : -12, 0, -11, -1, 101, -5, /, -2.7, -3, -21, /
COC(=O)CNC(=O)c1ccccc1[N+](=O)[O-]
 : 10, -6, 1, 6, 87, 0, -13, -1.4, 10, -11, 13
CCN(CC)S(=O)(=O)c1cc(NC(=S)NC(=O)C2CCCC2)ccc1C
 : -11, -2, -2, -14, 101, -13, 40, 1.1, -6, -3, -40
CN1C(=O)[C@H]2[C@@H](/C=C/c3ccccc3)N3C(=O)CN(Cc4ccc(-c5ccccc5)cc4)C(=O)[C@@]3(C)[C@H]2C1=O
 : 4, 3, /, 5, 99, -3, -6, 0.2, 3, -1, 6
Cc1occc1C(=O)Nc1ccc(S(N)(=O)=O)cc1
 : -2, 0, 1, 0, 102, 3, 2, -1.6, -5, -19, -2
CC(OC(=O)Cc1c(F)cccc1Cl)C(=O)NC1CCCCC1C (configuration not stated)
 : 9, -1, 0, -6, /, -7, -18, -4.6, 7, 12, 18
COc1ccc(-c2csc(NC(=O)c3ccc(S(=O)(=O)N4CCc5ccccc5C4)cc3)n2)c(OC)c1
 : -9, 2, 2, -1, 90, 0, 54, -2.2, -23, -3, -54
O=C(CN1CCN(c2ccccc2)CC1)c1ccc2cc[nH]c2c1
 : -17, 13, /, 18, 102, -5, -13, 2.3, /, -10, 13
CC(C)Nc1nc(SCC(N)=O)nc(N2CCOCC2)n1
 : -11, -1, 2, -6, 103, 0, -5, -0.5, 18, -16, 5
CCc1nn(CC(=O)NCCc2ccc(S(N)(=O)=O)cc2)c(=O)c2cc3sccc3n12
 : -10, 5, /, -5, 82*, -4, 1, 0.7, -1, -2, /

| structure | PKA-R1A activ | Arr AP2 block | NSD2 inh | PKA-R2B activ | DSG3 Ab inh | dFosB activator | SR-BI HDL uptake | CDK5 inh | MITF TRPM1 HTS | SUMO Mot1 rescue | SR-BI uptake up |
| --- | --- | --- | --- | --- | --- | --- | --- | --- | --- | --- | --- |
| O=C(COc1ccccc1)OCc1cc2ccccc2[nH]c1=O | -11 | 27 | -1 | -2 | 81 | -3 | -41 | -2.0 | -7 | -17 | 41 |
| Cc1cc(C)c2[nH]c(=O)c(CN(Cc3nnnn3C3CCCC3)C3CCCCC3)cc2c1 | 7 | -8 | / | -5 | 99 | 1 | -14 | 0.6 | 7 | / | 14 |
| Cc1cccc(C)c1C(=O)N[C@@H](Cc1ccccc1)C(=O)O | -8 | -6 | / | -3 | 102 | -12 | 5 | 1.1 | 1 | -11 | -5 |
| O=C(COC(=O)C1CC2CCCC(C1)C2=O)NC(=O)c1ccc(OC(F)F)cc1 (configuration not stated) | -2 | 13 | -2 | -4 | 108 | -2 | -6 | -2.8 | 4 | -1 | 6 |
| O=C(Cc1ccc(F)cc1)NCCc1ccccc1 | -4 | 5 | -2 | 8 | 107 | -1 | 2 | 0.7 | 2 | 3 | -2 |
| C=CC[C@@H](CC(=O)N[C@@H](CO)Cc1ccccc1)C(=O)NCCOC(=O)[C@@H](CC=C)Cc1ccc(F)cc1 | -10 | -9 | / | 7 | 95 | -5 | 22 | -4.3 | -7 | -23 | -22 |
| CCOC(=O)CSc1ccc2nnc(CCNS(=O)(=O)c3ccc(C)cc3)n2n1 | 4 | 28 | -2 | -1 | 107 | 1 | -18 | -0.2 | -4 | / | 18 |
| Cc1ccc(C)c(S(=O)(=O)NCc2ccc(C(=O)NCc3ccccn3)cc2)c1 | -2 | -8 | / | 1 | / | -4 | 25 | -0.7 | 3 | 471 | -25 |
| CCCCn1c(CNC(=O)C23CC4CC(CC(C4)C2)C3)nnc1SC(C)CC (configuration not stated) | -10 | 5 | 0 | -6 | 113 | -7 | -10 | 3.4 | -6 | -21 | 10 |
| CC(C)[C@H](NC(=O)[C@@H]1CSC2c3ccccc3C(=O)N21)C(=O)NC1CCCC1 (some centres not stated) | -2 | 22 | -1 | 5 | 104 | 0 | -25 | -0.4 | -2 | 84 | 25 |

Bioassay records: PubChem, several laboratories
